TcdB inh: inhibitors of Clostridioides difficile toxin B glycohydrolase. TcdB glycohydrolase enzymatic assay, plate reader. P18177. 350,000 tested, 0.24% active. inhibition, % at 9.99 µM; in the data active = inhibition above about 10%
* hit, by the source's call; & = joins results of further samples. Some of the compounds tested; the hit share may differ from the screen's.

Start of the listing, in advance (6 entries):
SMILES	TcdB inh
CC=Cc1ccc2n(c1=O)C[C@@H]1[C@@H](CO)[C@H](C(=O)NCCN3CCCC3)N(C(=O)NC(C)C)[C@H]21 (mixture of isomers)	-0.5
N#Cc1cccc(-c2ccc([C@H]3[C@@H](CO)N[C@@H]3CNC(=O)C3CC3)cc2)c1	-0.6
C/C=C/c1ccc([C@H]2[C@@H](CNC(=O)c3ccccn3)N(C(=O)CC)[C@H]2CO)cc1	0.5
C[C@@H]1CN([C@@H](C)CO)C(=O)CCCn2cc(nn2)CO[C@H]1CN(C)C(=O)Nc1ccc(C(F)(F)F)cc1	0.0&0.1&0.5
CC(C)C(=O)Nc1ccc2c(c1)C(=O)N(C)[C@H]1CC[C@H](CC(=O)NCC3CC3)O[C@@H]1CO2	-1.2
C[C@H](CO)N1C[C@H](C)[C@H](CN(C)Cc2ccc(C(=O)Nc3ccccc3N)cc2)Oc2ccc(NS(=O)(=O)c3ccc(Cl)cc3)cc2CC1=O	-1.6

The list itself, from the start:
SMILES	TcdB inh
CC=Cc1ccc2n(c1=O)C[C@@H]1[C@@H](CO)[C@H](C(=O)NCCN3CCCC3)N(C(=O)NC(C)C)[C@H]21 (mixture of isomers)	-0.5
N#Cc1cccc(-c2ccc([C@H]3[C@@H](CO)N[C@@H]3CNC(=O)C3CC3)cc2)c1	-0.6
C/C=C/c1ccc([C@H]2[C@@H](CNC(=O)c3ccccn3)N(C(=O)CC)[C@H]2CO)cc1	0.5
C[C@@H]1CN([C@@H](C)CO)C(=O)CCCn2cc(nn2)CO[C@H]1CN(C)C(=O)Nc1ccc(C(F)(F)F)cc1	0.0&0.1&0.5
CC(C)C(=O)Nc1ccc2c(c1)C(=O)N(C)[C@H]1CC[C@H](CC(=O)NCC3CC3)O[C@@H]1CO2	-1.2
C[C@H](CO)N1C[C@H](C)[C@H](CN(C)Cc2ccc(C(=O)Nc3ccccc3N)cc2)Oc2ccc(NS(=O)(=O)c3ccc(Cl)cc3)cc2CC1=O	-1.6
COC(=O)C1=C(C)N(C)C(=NCc2ccccc2C(F)(F)F)NC1c1ccc(C(F)(F)F)cc1 (configuration not stated)	1.5
COc1ccccc1NC(=O)N1C[C@H](O)COC[C@H]2O[C@@H](CC(=O)N3CCC(Cc4ccccc4)CC3)CC[C@@H]21	0.2
CN1C(=O)c2cc(NC(=O)C3CC3)ccc2OC[C@@H]2O[C@@H](CC(=O)O)CC[C@H]21	0.4
COCC(=O)N(C)C[C@@H]1Oc2cc(C#CCN(C)C)ccc2S(=O)(=O)N([C@H](C)CO)C[C@@H]1C	0.0
C[C@@H]1CN([C@@H](C)CO)C(=O)c2cc(NS(=O)(=O)c3cn(C)cn3)ccc2O[C@@H](C)CCCCO[C@H]1CN(C)S(=O)(=O)c1cccs1	1.3
Cc1ccc(-c2cnc3c(c2)C(=O)N([C@@H](C)CO)C[C@@H](C)[C@@H](CN(C)CC2CC2)O3)cc1	-0.1
O=C(C[C@@H]1CC[C@@H]2[C@H](COC[C@H](O)CN2CCC(F)(F)F)O1)NCC1CCCCC1	-1.5
Cc1noc(C)c1S(=O)(=O)Nc1ccc2c(c1)CC(=O)N([C@H](C)CO)C[C@@H](C)[C@@H](CN(C)C)O2	-0.1
COc1cc(CN2CC3(CN(C(=O)c4cccnc4)C3)c3c([nH]c4cc(OC)ccc34)[C@@H]2CO)cc(OC)c1	1.2
Cc1ccccc1-c1ccc([C@H]2[C@@H](CO)N3C(=O)CN(C(=O)c4ccncc4)C[C@H]23)cc1	0.1
COc1ccc(-c2ccc([C@H]3[C@@H](CO)N4C(=O)CN(C(=O)c5ccccn5)C[C@@H]34)cc2)cc1	2.1
C[C@@H]1CN([C@@H](C)CO)C(=O)c2cc(C#CC3CC3)cnc2O[C@@H]1CN(C)S(C)(=O)=O	-5.2
C[C@H]1CN([C@@H](C)CO)C(=O)c2cc(NS(=O)(=O)c3cn(C)cn3)ccc2O[C@H]1CN(C)C(=O)Nc1cccc2ccccc12	-1.3
CCC(=O)N(C)C[C@H]1Oc2ncc(-c3ccc(C(=O)N(C)C)cc3)cc2C(=O)N([C@H](C)CO)C[C@@H]1C	0.5
Cc1ccc(S(=O)(=O)Nc2ccc3c(c2)C(=O)N([C@H](C)CO)C[C@@H](C)[C@@H](CN(C)C(=O)NC(C)C)OCCCC[C@@H](C)O3)cc1	-11
CCCC#Cc1ccc([C@@H]2[C@H]3CN(C(=O)CN4CCOCC4)CC(=O)N3[C@H]2CO)cc1	0.2
COCC#Cc1ccc2c(c1)O[C@@H](CN(C)Cc1ccccc1F)[C@@H](C)CN([C@H](C)CO)S2(=O)=O	0.8
COC(=O)N(C)C[C@@H]1OCc2ccccc2-c2c(n(C)c3ccccc23)C(=O)N([C@H](C)CO)C[C@H]1C	0.8
C[C@@H]1CN([C@@H](C)CO)C(=O)c2cc(NC(=O)Cn3cnnn3)ccc2O[C@H]1CN(C)Cc1ccc(C(=O)O)cc1	-1.2

Next part
SMILES	TcdB inh
O=C(C[C@@H]1C[C@@H]2c3cc(NC(=O)CC4CC4)ccc3O[C@@H]2[C@H](CO)O1)NCC1CC1	0.9
O=C(C1CCCC1)N1CC[C@@H]2[C@@H](CO)Nc3ccc(C#Cc4ccc(F)cc4)cc3[C@@H]21	-0.6
C[C@@H]1CCCCO[C@@H](CN(C)C(=O)c2ccccc2)[C@H](C)CN([C@H](C)CO)C(=O)c2cc(NC(=O)Nc3ccccc3)ccc2O1	0.0
CCC(=O)Nc1ccc2c(c1)C(=O)N(C)[C@@H]1CC[C@@H](CC(=O)NCCOC)O[C@@H]1CO2	-0.5
COc1cccc(-c2ccc3c(c2)O[C@H](CN(C)C)[C@H](C)CN([C@H](C)CO)S3(=O)=O)c1	-0.2
C[C@@H]1CN([C@@H](C)CO)S(=O)(=O)c2ccc(-c3cncnc3)cc2O[C@H]1CN(C)C(=O)C1CCC1	1.3
C[C@@H]1CN([C@H](C)CO)S(=O)(=O)c2ccc(C3=CCCC3)cc2O[C@@H]1CN(C)C(=O)Cc1ccncc1	0.4
C[C@H]1CN([C@@H](C)CO)C(=O)Cc2cc(NS(=O)(=O)c3ccc(Cl)cc3)ccc2O[C@H]1CN(C)C	-0.1
C[C@@H]1CN([C@H](C)CO)C(=O)Cc2cc(NC(=O)C3CCCCC3)ccc2O[C@@H]1CN(C)Cc1ccccc1	2.0
O=C(CC1CC1)N[C@H]1CC[C@@H](CCNS(=O)(=O)c2ccc(F)cc2)O[C@@H]1CO	-0.6
CC=Cc1ccc2n(c1=O)C[C@@H]1[C@@H](CO)[C@H](C(=O)NCC3CC3)N(CCC(F)(F)F)[C@H]21 (mixture of isomers)	-2.1
COCCOC(=O)N1C(=O)[C@@]2(c3cc(C#CCCO)ccc31)[C@H](c1ccccc1OCCO)N1[C@H](c3ccccc3)[C@H](c3ccccc3)OC(=O)[C@H]1[C@@H]2C(=O)N1CCN(c2ncccn2)CC1	-1.1
C[C@H](CO)N1C[C@H](C)[C@H](CN(C)Cc2ccc(C(=O)Nc3ccccc3N)cc2)Oc2c(NC(=O)C3CC3)cccc2C1=O	1.1
CO[C@@H]1CN(C)C(=O)c2ccc(NC(C)=O)cc2OC[C@@H](C)N(Cc2cncnc2)C[C@H]1C	0.2
O=C(C[C@H]1C=C[C@@H](NC(=O)Cc2ccccn2)[C@@H](CO)O1)NCCc1ccncc1	-0.6
COC(=O)[C@]12CCCCC=C1N(CCc1ccc(OC)c(OC)c1)C(=O)[C@H](CC(=O)N1CCCCC1)C2	1.4
C[C@H](CO)N1C[C@H](C)[C@@H](CN(C)Cc2ccc3c(c2)OCO3)Oc2ccc(NC(=O)Nc3ccc(F)cc3)cc2C1=O	0.3
CC=Cc1ccc2n(c1=O)C[C@H]1[C@H](CO)[C@@H](C(=O)N(C)C)[C@@H]2N1C (mixture of isomers)	0.4
Cc1noc(C)c1S(=O)(=O)Nc1ccc2c(c1)C(=O)N([C@@H](C)CO)C[C@H](C)[C@H](CN(C)S(C)(=O)=O)O2	0.0
C[C@H](CO)N1C[C@H](C)[C@H](CN(C)Cc2ccccn2)Oc2ncc(Br)cc2C1=O	-6.2
C[C@@H]1CN([C@@H](C)CO)C(=O)c2cc(C#CC3CC3)cnc2O[C@H]1CN(C)Cc1ccccn1	-1.1
CC(C)[C@H](C)NC(=O)N(C)C[C@@H]1OCc2ccccc2-c2c(n(C)c3ccccc23)C(=O)N([C@H](C)CO)C[C@H]1C	0.8
COc1cccc(-c2ccc(C3[C@@H]4CN(C(=O)C5CCCC5)C[C@H]3N4)cc2)c1 (some centres not stated)	-0.9
COC(=O)[C@H]1[C@H](CO)[C@H]2Cn3c(ccc(C4=CCCCC4)c3=O)[C@@H]1N2C(=O)Cc1ccccn1	0.3
CCS(=O)(=O)Nc1ccc2c(c1)C(=O)N(C)C[C@@H](OC)[C@@H](C)CN(Cc1nccs1)[C@@H](C)CO2	0.6

(next part)
SMILES	TcdB inh
CO[C@@H]1CN(C)C(=O)c2ccc(NC(=O)C3CCOCC3)cc2OC[C@@H](C)N(C(C)=O)C[C@@H]1C	0.5
Cc1cccc(S(=O)(=O)N2CCCCN3[C@H](C2)[C@@H](c2ccc(-c4ccccc4)cc2)[C@@H]3CO)c1	0.4
C[C@H]1CN([C@@H](C)CO)S(=O)(=O)c2ccc(C#CC3CC3)cc2O[C@H]1CN(C)C(=O)c1cnccn1	1.9
CO[C@H]1CC[C@@H]2CCOc3ccc(C#N)cc3C(=O)N(C)[C@H](C)C(=O)N(C)C[C@@H]1O2	0.3
COc1ccccc1NC(=O)N1C[C@H](O)COC[C@H]2O[C@@H](CC(=O)NCCc3ccncc3)CC[C@@H]21	-0.1
CO[C@H]1CN(C)C(=O)c2cc(NC(C)=O)ccc2OC[C@@H](C)N(C(=O)c2ccccc2)C[C@H]1C	-0.8
COc1ccc(N2C(=O)c3ccccc3NC(=O)C2C(=O)NCC(C)C)cc1 (configuration not stated)	-0.2
C[C@H](O)C#Cc1ccc([C@H]2[C@H]3CN(C(=O)Nc4ccccc4)CCCCN3[C@H]2CO)cc1	1.1
CCC(=O)N(C)C[C@H]1Oc2ncc(-c3cccc(OC)c3)cc2C(=O)N([C@H](C)CO)C[C@H]1C	-0.2
CC(C)CC#Cc1ccc2c(c1)O[C@H](CN(C)C(=O)Cc1ccccc1)[C@@H](C)CN([C@H](C)CO)S2(=O)=O	-5.9
O=C(NCc1ccccc1F)[C@H]1[C@H](CO)[C@H]2Cn3c(cccc3=O)[C@H]2N1CC1CC1	-1.9
CCNC(=O)C[C@H]1CC[C@H](NC(=O)C2CCC2)[C@@H](CO)O1	1.2
C[C@H]1CN([C@@H](C)CO)C(=O)c2cc(N(C)C)ccc2O[C@@H]1CN(C)CC1CCCCC1	-2.8
CC(C)NC(=O)Nc1ccc2c(c1)C(=O)N([C@@H](C)CO)C[C@@H](C)[C@@H](CN(C)C(=O)C1CCCCC1)OCCCC[C@H](C)O2	-1.2
CO[C@H]1CN(C)C(=O)c2ccc(NC(=O)C3CC3)cc2OC[C@H](C)N(Cc2ccc(F)cc2)C[C@@H]1C	0.6
C[C@H]1CN([C@@H](C)CO)C(=O)c2cc(C#Cc3cccc(F)c3)cnc2O[C@H]1CN(C)CC1CCOCC1	0.2
CCC(=O)Nc1ccc2c(c1)C(=O)N(C)[C@@H]1CC[C@@H](CC(=O)O)O[C@@H]1CO2	-0.1
Cc1ccc(/C=N/NC(=O)c2c(C)nc3ccc(Cl)cn23)cc1	0.2
Cc1noc(C)c1S(=O)(=O)N(C)C[C@@H]1Oc2ccc(NC(=O)Nc3cccc4ccccc34)cc2CC(=O)N([C@H](C)CO)C[C@@H]1C	0.3
C[C@@H](O)C#Cc1cnc2c(c1)C(=O)N([C@@H](C)CO)C[C@H](C)[C@H](CN(C)C(=O)c1ccc(F)cc1)O2	-0.4
COc1ccc2c3c([nH]c2c1)[C@@H](CO)N(C(=O)NC(C)C)CC31CN(C(=O)c2cccnc2)C1	-0.1
O=C(Nc1ccccc1F)N1CC(=O)N2[C@H](C1)[C@@H](c1ccc(C#Cc3ccccc3)cc1)[C@@H]2CO	-3.5
CN1[C@H](C(=O)N2CCc3ccccc3C2)[C@@H](CO)[C@@H]2Cn3c(ccc(-c4ccncc4)c3=O)[C@@H]21	-0.4
C[C@@H]1CN([C@H](C)CO)C(=O)c2cc(C#Cc3ccccn3)cnc2O[C@@H]1CN(C)C(=O)c1cnccn1	-0.3
C[C@@H]1CN([C@H](C)CO)C(=O)Cc2cc(NS(=O)(=O)c3ccc(Cl)cc3)ccc2O[C@@H]1CN(C)S(=O)(=O)c1cccs1	0.8

(listing goes on)
SMILES	TcdB inh
Cc1ccc(S(=O)(=O)N(C)C[C@@H]2OCCCC[C@H](C)Oc3ccc(NC(=O)Nc4cccc5ccccc45)cc3C(=O)N([C@@H](C)CO)C[C@H]2C)cc1	-0.6
COc1ccc(NC(=O)N2CC(=O)N3[C@@H](CO)[C@H](c4ccc(/C=C/c5ccccc5)cc4)[C@@H]3C2)cc1	0.4
COc1ccc(C#Cc2cnc3c(c2)C(=O)N([C@H](C)CO)C[C@H](C)[C@H](CN(C)S(=O)(=O)c2ccc(C)cc2)O3)cc1OC	-0.2
O=C(C[C@H]1C=C[C@H](NC(=O)CCN2CCCCC2)[C@@H](CO)O1)Nc1ccc(-c2ccccc2)cc1	-0.6
C[C@H](CO)N1C[C@H](C)[C@H](CN(C)CC2CCCCC2)Oc2c(NC(=O)C3CCOCC3)cccc2C1=O	-0.7
CN(C)C(=O)c1ccc(-c2ccccc2[C@H]2[C@@H](C#N)N(C(=O)C3CCCCC3)[C@H]2CO)cc1	0.4
CC(C)C#Cc1cnc2c(c1)C(=O)N([C@@H](C)CO)C[C@H](C)[C@H](CN(C)C(=O)c1ccccc1)O2	0.6

Some of these compounds in order of formula weight, descending:
SMILES	TcdB inh
C[C@H](CO)N1C[C@H](C)[C@H](CN(C)Cc2ccc(C(=O)Nc3ccccc3N)cc2)Oc2c(NC(=O)C3CC3)cccc2C1=O	1.1
CCC(=O)N(C)C[C@H]1Oc2ncc(-c3cccc(OC)c3)cc2C(=O)N([C@H](C)CO)C[C@H]1C	-0.2
CCC(=O)Nc1ccc2c(c1)C(=O)N(C)[C@@H]1CC[C@@H](CC(=O)O)O[C@@H]1CO2	-0.1

Screening data deposited in PubChem BioAssay by Broad Institute.
